# From PubChem BioAssay
# EPAC2 agonist: activates human EPAC2 exchange factor. Q8WZA2. EPAC2 activation, biochemical qHTS; response scale: 100% = 6.5 mM cAMP response. Potency, µM (top dose mostly 154 µM), without a hit: at the top dose activation, usual class: activators. 360,000 tested, 0.079% active; also: nearly all actives have a fitted effect of over 50% in size
#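 Nucleotide exchange monitored as fluorescence drop when BODIPY-GDP leaves Rap1B. Reaction: 100 nM EPAC2, 250 nM RAP1B-BODIPY-GDP, 50 uM GDP, room temperature, kinetic read over 30 min. Activity expressed relative to 6.5 mM cAMP.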
# TDP-43 yeast inh: TDP-43 toxicity inhibition in yeast; TDP-43 expressing yeast growth rescue, BacTiter-Glo, 24 h; Potency, µM (series often up to 46.1 µM), inactives show at the highest dose growth rescue (activation), actives largely listed as activators; 410,000 tested, 1.8% active; also: % of control where 0% means no effect; nearly all actives have a fitted effect of over 50% in size
#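 Cell-based yeast growth screen: TDP-43 expression induced in galactose, inoculum OD600=0.02 after raffinose pregrowth to mid-log. Read-out BacTiter-Glo luminescence at 24 hr, 30 deg C; inhibition of toxicity seen as signal increase.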
# aSyn rescue: alpha-synuclein toxicity inhibition in yeast. Yeast expressing alpha-synuclein, growth rescue, BacTiter-Glo, 24 h. Potency, µM (series often up to 46.1 µM), for the others: top-dose growth rescue (activation), hits mostly activators. 370,000 tested, 0.14% active; also: % of control where 0% means no effect; nearly all actives have a fitted effect of over 65% in size
#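 Rescue of yeast growth: cells expressing toxic alpha-synuclein, induced in galactose at OD600 0.02, incubated with compound 24 h at 30 C. ATP luminescence quantified growth; inhibitors of toxicity appear as activators.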
# EPAC1 antagonist: blocks human EPAC1 exchange factor; EPAC1 GEF assay, Rap1b-BODIPY-GDP exchange fluorescence; Potency, µM (highest dose often 115 µM), without a hit: at the top dose activity change, negative = inhibition, most hits filed as inhibitors; O95398; AID 720709; 360,000 tested, 0.14% active;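 also: plate controls were vehicle for no effect and positive control for full effect; nearly all actives have a fitted effect of over 50% in size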
# Target sequence (O95398 whole entry, looked up): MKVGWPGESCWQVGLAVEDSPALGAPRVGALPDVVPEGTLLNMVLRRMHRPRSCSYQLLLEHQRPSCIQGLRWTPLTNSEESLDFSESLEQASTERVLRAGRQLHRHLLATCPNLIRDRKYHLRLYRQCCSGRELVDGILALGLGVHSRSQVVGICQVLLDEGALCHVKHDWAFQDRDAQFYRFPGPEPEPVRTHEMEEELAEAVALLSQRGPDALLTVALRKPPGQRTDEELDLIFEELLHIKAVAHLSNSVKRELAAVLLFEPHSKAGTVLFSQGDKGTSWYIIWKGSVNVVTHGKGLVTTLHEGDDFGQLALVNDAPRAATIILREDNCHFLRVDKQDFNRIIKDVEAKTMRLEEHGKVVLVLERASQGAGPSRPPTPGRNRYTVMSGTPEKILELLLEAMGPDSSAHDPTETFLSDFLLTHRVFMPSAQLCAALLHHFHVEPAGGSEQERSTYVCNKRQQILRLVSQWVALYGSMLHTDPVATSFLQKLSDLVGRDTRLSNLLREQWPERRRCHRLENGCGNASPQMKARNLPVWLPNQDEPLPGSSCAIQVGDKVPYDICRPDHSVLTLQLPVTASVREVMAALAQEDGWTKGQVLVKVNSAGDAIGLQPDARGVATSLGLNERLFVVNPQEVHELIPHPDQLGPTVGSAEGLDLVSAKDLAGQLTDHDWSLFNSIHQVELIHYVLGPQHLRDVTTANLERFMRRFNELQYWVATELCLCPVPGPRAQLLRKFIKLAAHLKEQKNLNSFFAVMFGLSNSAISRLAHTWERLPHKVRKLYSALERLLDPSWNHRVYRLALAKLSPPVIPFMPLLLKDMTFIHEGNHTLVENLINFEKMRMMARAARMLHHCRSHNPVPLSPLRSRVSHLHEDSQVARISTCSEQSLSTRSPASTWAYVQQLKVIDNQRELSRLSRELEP
# PTHR1 agonist: PTHR1 (human) receptor agonism. HEK293 GP2 PTHR1 cells, GloSensor cAMP luminescence, 1 h. Potency, µM (titrated, usually from 115 µM), inactives show at the top dose activation, most hits filed as activators. 410,000 tested, 0.075% active. AID 743266; also: nearly all actives have a fitted effect of over 55% in size; some results filed as inactive show a strong effect at the top dose; inactives centre near -15; many of its hits are not listed in these tables
#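 HEK-293-derived GP2 cells expressing PTHR1 and a GloSensor cAMP reporter, 3,000/well, plated overnight, given luciferin plus IBMX (each 0.5 mM as added) for 1 h at 37 °C, then compound for 1 h at 37 °C. Luminescence was read after 15 min at room temperature.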
# EPAC1 agonist: activates human EPAC1 exchange factor; EPAC1 agonist qHTS, biochemical assay; response scale: 100% = response to 6.5 mM cAMP; AID 720707; Potency, µM (doses to about 154 µM), for the others: at the highest dose activation, actives largely listed as activators; O95398; 360,000 tested, 0.073% active; also: nearly all actives have a fitted effect of over 60% in size
#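 Nucleotide exchange by EPAC1 (100 nM) on Rap1B–BODIPY-GDP (250 nM) in the presence of 50 uM GDP is tracked fluorescently at 480/540 nm over 30 min. Signals are normalized to a 6.5 mM cAMP control.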
# FUS suppressor: FUS proteinopathy suppression in yeast; S. cerevisiae FUS-expressing, growth rescue, OD600, 24 h; Potency, µM (doses to about 76.6 µM), for the others: at the highest dose growth rescue (activation), actives largely listed as activators; 390,000 tested, 0.24% active; AID 1347120;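 also: plate controls were DMSO vehicle for no effect and reference control for full effect; nearly all actives have a fitted effect of over 55% in size; some results filed as inactive show a strong effect at the top dose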
#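 Read-out: OD at 600 nm after 24hr at 30C, reporting rescue of FUS-induced yeast toxicity. Cells at OD 0.005 in galactose (2%) minimal medium; compounds tested in a dilution series; CP55940 titration from 92uM final as control.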
# EPAC2 antagonist: antagonists of human EPAC2. Q8WZA2. EPAC2 GEF exchange of Rap1B-BODIPY-GDP, fluorescence. Potency, µM (doses to about 114 µM), inactives show top-dose activity, negative = inhibition, most hits filed as inhibitors. 360,000 tested, 0.18% active. AID 720708; also: % is scaled to controls: 0 for no effect and ±100 for the full control effect; nearly all actives have a fitted effect of over 45% in size; many of its hits are not listed in these tables
# * = called active by the depositor; i = inactive; ? = inconclusive; . = no result given; [ ] = another dose, or the depositor's remark. Calls follow the shape of the dose curve; as a rule, active = well fitted curve in the direction sought with a large enough effect; inconclusive = small, poorly fitted or top-dose-only effect, or another doubt; inactive = no such curve, though single readings can be large; an effect the other way counts as inactive or inconclusive. Potency is read from the fitted curve at half-maximal effect. This is a subset; the hit share may differ from the screen's.
# Short keys: A = EPAC2 agonist; B = TDP-43 yeast inh; C = aSyn rescue; D = EPAC1 antagonist; E = PTHR1 agonist; F = EPAC1 agonist; G = FUS suppressor; H = EPAC2 antagonist
Cc1ccc2c(c1)-c1c(cnn1CC(=O)NC(C)CCc1ccco1)CO2 (configuration not stated)
  A = 8%; B = 27%; C = -2%; D = -11%; E = i; F = -11%; G = 18%; H = -11%
Cn1c(N2CCN(S(=O)(=O)c3ccc(Cl)cc3)CC2)nc2ccccc21
  A = 11%; B = 11%[9.22 µM]; C = 0%; D = 3%; E = -40%; F = -3%; G = -7%; H = 1%
O=C(C1CC(=O)N(c2ccccc2)C1)N1CCN(c2ccc(F)cc2)CC1 (configuration not stated)
  A = 4%; B = -8%; C = 0%; D = 3%; E = i; F = -4%; G = .; H = 6%
O=C(C1CCC(Cn2c(=O)[nH]c3ccccc3c2=O)CC1)N1CCN(c2ccccc2)CC1 (configuration not stated)
  A = 10%; B = 18%; C = -6%; D = 8%; E = i; F = 3%; G = 7%; H = 9%
COc1ccc(S(=O)(=O)N2Cc3ccccc3CC2C(=O)N2CCOCC2)cc1OC (configuration not stated)
  A = -8%; B = 12%; C = 2%; D = 9%; E = i; F = -3%; G = 3%; H = 8%
CCn1c2ccccc2c2nc3cc(OC)c(OC)cc3nc21
  A = -15%; B = 10%; C = -2%; D = -22%; E = -8%; F = 6%; G = -21%; H = ?
O=C(NC1CCCC1)C1CCCN1S(=O)(=O)c1cccc2cccnc12 (configuration not stated)
  A = 1%; B = 2%; C = -1%; D = -5%; E = 9%; F = -18%; G = -1%; H = -1%
CC(C)C(=O)Nc1ccccc1N1CCN(S(C)(=O)=O)CC1
  A = 10%; B = -8%; C = -2%; D = 5%; E = i; F = 15%; G = 16%; H = 7%
Cc1cc(C)c2c(CCl)cc(=O)oc2c1
  A = 10%; B = 7.1µM*; C = 0%; D = 4%; E = -9%; F = 3%; G = 18%; H = -24%
CC(C)c1ccc(NC(=O)c2cc(S(=O)(=O)NCC3COc4ccccc4O3)ccc2F)cc1 (configuration not stated)
  A = -7%; B = ?; C = ?; D = ?; E = i; F = 4%; G = ?; H = -19%
NC(=O)CSc1cn(Cc2ccccc2)c2ccccc12
  A = -9%; B = 12%; C = 8%; D = -8%; E = -17%; F = 2%; G = 2%; H = -17%
CCc1nnc(NS(=O)(=O)c2ccc(N3C(=O)c4ccccc4C3=O)cc2)s1
  A = 14%; B = -3%; C = 0%; D = 15%; E = -3%; F = -2%; G = 19%; H = -9%
COc1ccccc1-n1ccnc1SCC(=O)NCc1ccco1
  A = -2%; B = -5%; C = -4%; D = ?; E = -23%; F = 4%; G = 28%; H = 1%
C(=N\Nc1nc(Nc2ccccc2)nc(Nc2ccccc2)n1)/c1ccncc1
  A = 5%; B = -4%; C = -2%; D = 2%; E = -8%; F = 10%; G = -12%; H = 1%
CCCCc1c(C)nc2cc(-c3ccco3)[nH]n2c1=O
  A = 13%; B = 22%; C = 1%; D = -18%; E = -20%; F = 3%; G = -6%; H = 2%
Cc1nn(CC(=O)N2CCC(N3CCCCC3)CC2)c(=O)c2c1sc1ccccc12
  A = 10%; B = -6%; C = -6%; D = -18%; E = 24%; F = 1%; G = -2%; H = 2%
CCCCNC(=O)C1(C)CCN1C(=O)c1cc(F)ccc1C (configuration not stated)
  A = 13%; B = ?; C = 11%; D = -4%; E = 0%; F = -1%; G = -19%; H = 16%
COc1cc(NC(=O)C2CCCCC2)c(OC)cc1NC(=O)CN1CCCCC1
  A = ?; B = -15%; C = -3%; D = 4%; E = i; F = -4%; G = 9%; H = -5%
Cc1ccc(S(=O)(=O)Nc2ccccc2F)cc1C(=O)NCc1ccco1
  A = 1%; B = -16%; C = -2%; D = 1%; E = -9%; F = -1%; G = -14%; H = 1%
O=C(Nc1cnn(C23CC4CC(CC(C4)C2)C3)c1)c1cc(-c2ccccc2)on1
  A = 16%; B = -20%; C = 0%; D = -8%; E = -33%[inhibitor]; F = 5%; G = -12%; H = -14%
COc1ccc2cc(C3(C)NC(=O)N(CC(=O)NCc4ccco4)C3=O)ccc2c1 (configuration not stated)
  A = 6%; B = 6%; C = -1%; D = 0%; E = -15%[57.5 µM]; F = 0%; G = 8%; H = -2%[57.1 µM]
CC1=C(C(=O)Nc2cccnc2)C(c2cccnc2)n2nc(-c3cccs3)nc2N1 (configuration not stated)
  A = 7%; B = -3%; C = -3%; D = -2%; E = i; F = -1%; G = 19%; H = -8%
O=C(O)c1ccc(N=NN2CCCCCC2)cc1
  A = 2%; B = 5%; C = -14%; D = -18%; E = -69%; F = 2%; G = .; H = -6%
CCCC12CN3CCN(CC(C3)/C1=N\NC(=O)c1ccc(F)cc1)C2
  A = 3%; B = 18%; C = 1%; D = -9%; E = i; F = -4%; G = -19%; H = 0%
CC1(C)Cc2nc3oc4c(=S)nc[nH]c4c3cc2CO1
  A = -1%; B = 38%; C = -8%; D = 6%; E = 0%; F = 3%; G = 7%; H = -3%
C/C(CC(=O)NCc1ccco1)=N\NC(=O)COc1ccc(C)cc1
  A = -5%; B = 0%; C = -2%; D = 14%; E = -21%; F = -8%; G = .; H = 15%
COC(=O)c1c(C)[nH]c(C(=O)/C=C/c2cccc(Cl)c2)c1C
  A = -10%; B = -1%; C = 3%; D = 6%; E = i; F = 10%; G = 12%; H = 1%

# Entries listed so far containing four or more nitrogen atoms (8):
# Short keys: A = EPAC2 agonist; B = TDP-43 yeast inh; C = aSyn rescue; D = EPAC1 antagonist; E = PTHR1 agonist; F = EPAC1 agonist; G = FUS suppressor; H = EPAC2 antagonist
Cn1c(N2CCN(S(=O)(=O)c3ccc(Cl)cc3)CC2)nc2ccccc21
  A = 11%; B = 11%[9.22 µM]; C = 0%; D = 3%; E = -40%; F = -3%; G = -7%; H = 1%
O=C(C1CCC(Cn2c(=O)[nH]c3ccccc3c2=O)CC1)N1CCN(c2ccccc2)CC1 (configuration not stated)
  A = 10%; B = 18%; C = -6%; D = 8%; E = i; F = 3%; G = 7%; H = 9%
CCc1nnc(NS(=O)(=O)c2ccc(N3C(=O)c4ccccc4C3=O)cc2)s1
  A = 14%; B = -3%; C = 0%; D = 15%; E = -3%; F = -2%; G = 19%; H = -9%
C(=N\Nc1nc(Nc2ccccc2)nc(Nc2ccccc2)n1)/c1ccncc1
  A = 5%; B = -4%; C = -2%; D = 2%; E = -8%; F = 10%; G = -12%; H = 1%
Cc1nn(CC(=O)N2CCC(N3CCCCC3)CC2)c(=O)c2c1sc1ccccc12
  A = 10%; B = -6%; C = -6%; D = -18%; E = 24%; F = 1%; G = -2%; H = 2%
O=C(Nc1cnn(C23CC4CC(CC(C4)C2)C3)c1)c1cc(-c2ccccc2)on1
  A = 16%; B = -20%; C = 0%; D = -8%; E = -33%[inhibitor]; F = 5%; G = -12%; H = -14%
CC1=C(C(=O)Nc2cccnc2)C(c2cccnc2)n2nc(-c3cccs3)nc2N1 (configuration not stated)
  A = 7%; B = -3%; C = -3%; D = -2%; E = i; F = -1%; G = 19%; H = -8%
CCCC12CN3CCN(CC(C3)/C1=N\NC(=O)c1ccc(F)cc1)C2
  A = 3%; B = 18%; C = 1%; D = -9%; E = i; F = -4%; G = -19%; H = 0%
